Screening results: PubChem BioAssay, several laboratories
OXTR agonist – agonists of human oxytocin receptor. P30559. CHO-OTR cells, Fluo-8 calcium fluorescence; normalized: DMSO 0%, oxytocin 100%. activation, % at 3 µM. 320,000 compounds, 0.32% hits. AID 2435;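 active means activation above the mean of all tested compounds plus 3 SD, cutoff set per screening run, cut at about 20% in these data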;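 further: peak over basal fluorescence ratio from a 100 s FLIPR kinetic read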
DNA FID counter – fluorescent intercalator displacement, NS3 helicase counter-screen. 290,000 compounds, 0.17% hits. inhibition, % at 7.9 µM. DNA fluorescent intercalator displacement, fluorescence; in the data active means inhibition above about 37%;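 further: 0% = vehicle and 100% = reference compound; higher means more ethidium bromide displaced from hairpin DNA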
MEKK3 PB1 HTS – MEKK3-MEK5 PB1 interaction, increase or decrease; bead-based flow cytometry, Alexa488-MEK5 binding to MEKK3; actives lie on both sides; 0 = blocked by unlabeled MEK5, 100 = vehicle; binding response (% of control), % at 10 µM; 290,000 compounds, 1.4% hits; AID 1529;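 active means binding response more than 3 SD above or below the average of its plate-row segment, actives on both sides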;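 further: Alexa488 bead fluorescence after subtracting the streptavidin-only scavenger bead signal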
MEKK2 mut-MEK5 – signal of MEK5 binding to mutant human MEKK2 PB1 domain; bead flow cytometry, Alexa488-MEK5 binding to MEKK2 mutant; 290,000 compounds, 0.35% hits; percent response, % at 10 µM; AID 1530; in the data active means percent response above about 24%, passing the limit was not always enough; further: inactives centre near 1; some results filed as inactive read as strong as hits; reference of the scale not given here
NALP1 inh – blocks the NALP1 inflammasome reconstituted in yeast. S. cerevisiae NALP1/ASC/caspase-1 growth, X-gal OD620, 72 h. inhibition, % at 10 µM. 280,000 compounds, 0.61% hits. AID 2071; in the data active means inhibition mostly above about 24%, no sharp cut-off; inactive means mostly below about 32%; further: some compounds called inactive have numbers as strong as hits
MEKK2wt PB1 HTS – raises or lowers MEK5 binding to wildtype human MEKK2 PB1 domain. binding response (% of control), % at 10 µM. 290,000 compounds, 1.1% hits. bead flow cytometry, Alexa488-MEK5 binding to MEKK2 WT; actives lie on both sides. Q9Y2U5; in the data active means binding response below about 67% or above about 130%
GPR7 antagonist – human neuropeptides B/W receptor 1 antagonism; P48145; GPR7-expressing cells, fluorescence antagonist assay; inhibition, % at 4.4 µM; 290,000 compounds, 1.1% hits; AID 1861; in the data active means inhibition above about 16%, passing the limit was not always enough;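 further: cells stimulated with the agonist NPW; 0% = agonist with vehicle and 100% = vehicle without agonist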
Target sequence (P48145 whole entry, looked up): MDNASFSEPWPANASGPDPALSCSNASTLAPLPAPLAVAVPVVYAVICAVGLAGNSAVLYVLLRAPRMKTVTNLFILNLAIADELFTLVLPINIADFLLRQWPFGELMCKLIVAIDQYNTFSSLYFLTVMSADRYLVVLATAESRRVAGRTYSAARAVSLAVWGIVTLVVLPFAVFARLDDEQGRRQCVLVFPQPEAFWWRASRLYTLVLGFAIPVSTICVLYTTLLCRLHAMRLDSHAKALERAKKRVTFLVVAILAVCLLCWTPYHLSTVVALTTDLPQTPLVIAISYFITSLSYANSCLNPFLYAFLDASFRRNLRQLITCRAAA
M18AAP inhibitor – PfM18AAP enzyme inhibition. recombinant PfM18AAP, H-Glu-NHMec fluorogenic cleavage. inhibition, % at 7.35 µM. 290,000 compounds, 1.2% hits. AID 1822;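 active means inhibition above the campaign mean inhibition over all tested compounds plus 3 SD, cut at about 28% in these data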;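 further: 0% = plate median of test compound wells and 100% = 2 mM ZnCl2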
PHOSPHO1 inh – PHOSPHO1 (human) inhibition; 290,000 compounds, 1.1% hits; recombinant PHOSPHO1, absorbance phosphatase assay; inhibition, % at 13.3 µM; in the data active means inhibition above about 60%
Target sequence (Q8TCT1 whole entry, looked up): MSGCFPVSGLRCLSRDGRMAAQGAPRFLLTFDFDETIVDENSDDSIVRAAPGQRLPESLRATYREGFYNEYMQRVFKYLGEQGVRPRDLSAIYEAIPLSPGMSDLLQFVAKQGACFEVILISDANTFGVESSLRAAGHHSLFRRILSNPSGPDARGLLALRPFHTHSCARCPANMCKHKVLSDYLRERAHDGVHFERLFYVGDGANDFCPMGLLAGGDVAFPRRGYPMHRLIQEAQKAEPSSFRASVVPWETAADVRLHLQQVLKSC
An asterisk follows results filed as active; · = not tested or not shown; [ ] = dose if it differs, or a comment.

Short forms – A = OXTR agonist; B = DNA FID counter; C = MEKK3 PB1 HTS; D = MEKK2 mut-MEK5; E = NALP1 inh; F = MEKK2wt PB1 HTS; G = GPR7 antagonist; H = M18AAP inhibitor; I = PHOSPHO1 inh
Cc1cc(=O)c2cc(NC(=O)c3ccccc3Cl)ccc2[nH]1
  A = 1.6 | B = 1 | C = 104 | D = 4 | E = 10 | F = 104 | G = -9 | H = 1 | I = 3
CCCNc1nc(N)nc(-c2cc(Cl)ccc2OC)n1
  A = -0.6 | B = 1 | C = 114 | D = 19 | E = · | F = 116 | G = -9 | H = -21 | I = 1
CC(C)Sc1cc(N2CCCC2)nc(-c2ccccc2Cl)n1
  A = -1.9 | B = -6 | C = 99 | D = 1 | E = 35 | F = 102 | G = -14 | H = 1 | I = 7
O=C(Nc1cccc(S(=O)(=O)N2CCCCC2)c1)Nc1ccc(Cl)cc1Cl
  A = 2.5 | B = 0 | C = 153* | D = 3 | E = · | F = 141* | G = -8 | H = -4 | I = -1
C=CCSC1=N/C(=C/c2ccsc2)C(=O)N1c1ccccc1
  A = -2.5 | B = -3 | C = 77 | D = -6 | E = 8 | F = 84 | G = -7 | H = -5 | I = -9
Fc1ccc2c(c1)C(c1ccncc1)=NNC(c1cccnc1)=N2
  A = -0.9 | B = 0 | C = 99 | D = 1 | E = 15 | F = 100 | G = -9 | H = 5 | I = 35
CN(C)c1ccc(C(=O)C(=O)c2ccccc2)cc1
  A = -1.8 | B = -12 | C = 100 | D = 1 | E = 1 | F = 103 | G = 3 | H = -1 | I = 16
Cc1[nH]n(-c2ccccc2)c(=O)c1N=Nc1ccccc1C(=O)N1CCCCC1
  A = -0.9 | B = -2 | C = 99 | D = 5 | E = · | F = 96 | G = -9 | H = -4 | I = 25
O=C(CSc1nnc(-c2ccncc2)n1-c1ccccc1)N1CCN(c2ccc(Cl)cc2)CC1
  A = 0.4 | B = -2 | C = · | D = · | E = 6 | F = · | G = -4 | H = 6 | I = 93*
Cc1cccc(Cn2c(=O)n(Cc3ccco3)c(=O)c3ccccc32)c1
  A = -2.3 | B = -8 | C = 87 | D = -5 | E = 43 | F = 90 | G = -5 | H = -2 | I = -21
COc1cc(CCC(=O)Nc2nccs2)cc(OC)c1OC
  A = -0.5 | B = -8 | C = 99 | D = 1 | E = 17 | F = 103 | G = 0 | H = -1 | I = 28
Cc1ccc(S(=O)(=O)NCc2csc(C)n2)cc1
  A = · | B = -7 | C = 98 | D = -5 | E = 16 | F = 98 | G = 28 | H = 14 | I = -8
COc1ccc(-c2nn(-c3ccccc3C)cc2CNCCc2cnc[nH]2)cc1F
  A = -0.2 | B = 16 | C = 112 | D = -6 | E = -6 | F = 149* | G = -4 | H = -3 | I = 46
O=C(NCCCCc1ccccc1)Nc1ccc(F)cc1F
  A = -0.8 | B = -8 | C = 102 | D = 3 | E = 11 | F = 103 | G = -17 | H = -2 | I = 42
Cn1cc(CNC(=O)Nc2ccc3c(c2)OCO3)cn1
  A = 1.1 | B = 0 | C = 102 | D = 1 | E = 40 | F = 109 | G = -6 | H = -3 | I = 4
O=C1c2ccccc2C(=O)N1OCCOCCOCCBr
  A = -0.3 | B = 1 | C = 1.0*[inhibitor] | D = -26 | E = 9 | F = -2.0*[inhibitor] | G = -13 | H = 2 | I = 8
O=C(NC1CC1)C1Nc2ccc(OC(F)(F)F)cc2C2C=CCC12 (configuration not stated)
  A = 0.0 | B = · | C = 102 | D = 0 | E = · | F = 102 | G = · | H = · | I = ·
O=C(CSc1nc(-c2ccccc2)cs1)N1CCc2ccccc21
  A = -0.2 | B = -4 | C = 95 | D = -13 | E = -6 | F = 93 | G = -2 | H = -19 | I = 18
Clc1cc(Cl)c2nc(N3CCCCC3)sc2c1
  A = -1.9 | B = -1 | C = 119 | D = 6 | E = 36 | F = 114 | G = 3 | H = 3 | I = 6
Cc1ccc(-c2cc(C(=O)NN)n[nH]2)o1
  A = -1.9 | B = -13 | C = 98 | D = -5 | E = -5 | F = 100 | G = -3 | H = 10 | I = 16
CC(C(=O)N1CCN(C(=O)c2ccco2)CC1)n1sc2ccccc2c1=O (configuration not stated)
  A = -0.1 | B = -31 | C = 98 | D = 3 | E = 3 | F = 97 | G = 0 | H = 4 | I = 30
CN1C(=O)N(c2ccccc2)C(Nc2nncs2)C1(C)C (configuration not stated)
  A = -0.2 | B = -4 | C = 102 | D = 1 | E = -11 | F = 102 | G = -2 | H = -2 | I = 15
O=C(O)COc1ccc(Cl)cc1CO
  A = 0.2 | B = -17 | C = 100 | D = -1 | E = 8 | F = 100 | G = 5 | H = 3 | I = -7
Cn1nc(C(F)(F)F)c(-c2cccc(C(F)(F)F)c2)c1NC(=O)Nc1ccc(F)cc1
  A = 13 | B = -9 | C = 88 | D = -14 | E = 17 | F = 95 | G = -5 | H = 2 | I = 3
C=CCn1c(SCc2cc(=O)n3ccsc3n2)nc2cc(Cl)ccc2c1=O
  A = 9.7 | B = -4 | C = 100 | D = -13 | E = 1 | F = 93 | G = -10 | H = -18 | I = 44
C/C(=N\NC(=O)COc1ccc(C(C)(C)C)cc1)c1ccc(-n2ccnc2)cc1
  A = 1.3 | B = -13 | C = 103 | D = 11 | E = 14 | F = 103 | G = -21 | H = 7 | I = -3
N#CCCN(C(=O)Nc1ccc(Cl)cc1)c1ccccc1
  A = -1.1 | B = -2 | C = 110 | D = 10 | E = 13 | F = 111 | G = 1 | H = -12 | I = 7
CC(C)n1nccc1N(Cc1ccc(Cl)cc1)S(=O)(=O)c1ccccc1
  A = -2.0 | B = -38 | C = 98 | D = -9 | E = 9 | F = 89 | G = 6 | H = -1 | I = 14

Taken from the listing for reference:
Short forms – A = OXTR agonist; B = DNA FID counter; C = MEKK3 PB1 HTS; D = MEKK2 mut-MEK5; E = NALP1 inh; F = MEKK2wt PB1 HTS; G = GPR7 antagonist; H = M18AAP inhibitor; I = PHOSPHO1 inh
Clc1cc(Cl)c2nc(N3CCCCC3)sc2c1
  A = -1.9 | B = -1 | C = 119 | D = 6 | E = 36 | F = 114 | G = 3 | H = 3 | I = 6
Cc1ccc(-c2cc(C(=O)NN)n[nH]2)o1
  A = -1.9 | B = -13 | C = 98 | D = -5 | E = -5 | F = 100 | G = -3 | H = 10 | I = 16
CC(C(=O)N1CCN(C(=O)c2ccco2)CC1)n1sc2ccccc2c1=O (configuration not stated)
  A = -0.1 | B = -31 | C = 98 | D = 3 | E = 3 | F = 97 | G = 0 | H = 4 | I = 30
CN1C(=O)N(c2ccccc2)C(Nc2nncs2)C1(C)C (configuration not stated)
  A = -0.2 | B = -4 | C = 102 | D = 1 | E = -11 | F = 102 | G = -2 | H = -2 | I = 15
O=C(O)COc1ccc(Cl)cc1CO
  A = 0.2 | B = -17 | C = 100 | D = -1 | E = 8 | F = 100 | G = 5 | H = 3 | I = -7
Cn1nc(C(F)(F)F)c(-c2cccc(C(F)(F)F)c2)c1NC(=O)Nc1ccc(F)cc1
  A = 13 | B = -9 | C = 88 | D = -14 | E = 17 | F = 95 | G = -5 | H = 2 | I = 3
C=CCn1c(SCc2cc(=O)n3ccsc3n2)nc2cc(Cl)ccc2c1=O
  A = 9.7 | B = -4 | C = 100 | D = -13 | E = 1 | F = 93 | G = -10 | H = -18 | I = 44
C/C(=N\NC(=O)COc1ccc(C(C)(C)C)cc1)c1ccc(-n2ccnc2)cc1
  A = 1.3 | B = -13 | C = 103 | D = 11 | E = 14 | F = 103 | G = -21 | H = 7 | I = -3
N#CCCN(C(=O)Nc1ccc(Cl)cc1)c1ccccc1
  A = -1.1 | B = -2 | C = 110 | D = 10 | E = 13 | F = 111 | G = 1 | H = -12 | I = 7
